proCasp3 act: activators of human procaspase-3; P42574; recombinant procaspase-3 D3A, Ac-DEVD-pNA absorbance 405 nm; activation, % at 8.5 µM; actives 0.11% (n = 330,000);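 active means activation above the mean of all tested compounds plus 3 SD, cut at about 21% in these data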;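 further: 0% = DMSO alone and 100% = DMSO wells spiked with extra 5 µM PC-3 D3A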
Target sequence (P42574 whole entry D9A/D28A/D175A): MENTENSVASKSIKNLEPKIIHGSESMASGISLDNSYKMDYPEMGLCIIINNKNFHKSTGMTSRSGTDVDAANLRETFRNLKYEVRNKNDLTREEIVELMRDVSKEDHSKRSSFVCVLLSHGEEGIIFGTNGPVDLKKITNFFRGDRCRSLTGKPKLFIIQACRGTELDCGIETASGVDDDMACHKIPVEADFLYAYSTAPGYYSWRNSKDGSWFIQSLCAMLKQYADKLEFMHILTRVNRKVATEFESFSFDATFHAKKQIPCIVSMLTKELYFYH
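Technique: 405 nm absorbance of p-nitroaniline, reads at 0 and 120 min; Test system: Procaspase-3 D3A mutant; Incubation: 1 h enzyme-compound preincubation, then 2 h substrate reaction, 25 °C; Repeats: singlicate, each compound tested once; Benchmarks: low control DMSO wells, high control DMSO plus 5 µM PC-3 D3A.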
HCV core dimer: blocks dimerization of HCV core protein. TR-FRET GST/Flag-core106 dimerization, 1536-well. inhibition, % at 5 µM. actives 0.33% (n = 300,000). AID 1899;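 active means inhibition above the mean of all tested compounds plus 3 SD, set per screening campaign, cut at about 45% in these data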
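assay system = GST-tagged and Flag-tagged HCV core protein residues 1-106 | controls = unlabelled core106 and no-GST-core106 wells | incubation = compound-protein-antibody incubation 4 h at 22.5 °C | probe or stimulus = Eu donor and XL665 acceptor anti-tag antibodies | read-out = % inhibition based on acceptor/donor emission ratio | signal = TR-FRET 671 and 617 nm emission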
TPT1 inh: C. albicans TPT1 enzyme inhibition; recombinant caTPT1, FP RNA substrate dephosphorylation; inhibition, % at 5 µM; actives 0.81% (n = 300,000); AID 1962;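 active means inhibition above the mean of all tested compounds plus 3 SD, set per screening campaign, cut at about 24% in these data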;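 further: plate controls were DMSO alone for no effect and ferristatin control at 100 nM for full effect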
AHR activator: activators of human aryl hydrocarbon receptor; actives 2.5% (n = 320,000); activation, % at 5 µM; P35869; AHR-responsive luciferase reporter cells, luminescence; in the data active means activation above about 47%;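 further: 0% = vehicle wells and 100% = reference agonist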
PP1 counter: counter-screen for PP5 inhibitors: inhibitors of human PP1-alpha; P62136; purified PP1alpha, OMFP fluorescence; inhibition, % at 6.7 µM; actives 0.9% (n = 320,000);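 active means inhibition above the mean inhibition of all tested compounds plus 3 SD, computed separately for each screening campaign, cut at about 15% in these data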
Target sequence (P62136 whole entry, looked up): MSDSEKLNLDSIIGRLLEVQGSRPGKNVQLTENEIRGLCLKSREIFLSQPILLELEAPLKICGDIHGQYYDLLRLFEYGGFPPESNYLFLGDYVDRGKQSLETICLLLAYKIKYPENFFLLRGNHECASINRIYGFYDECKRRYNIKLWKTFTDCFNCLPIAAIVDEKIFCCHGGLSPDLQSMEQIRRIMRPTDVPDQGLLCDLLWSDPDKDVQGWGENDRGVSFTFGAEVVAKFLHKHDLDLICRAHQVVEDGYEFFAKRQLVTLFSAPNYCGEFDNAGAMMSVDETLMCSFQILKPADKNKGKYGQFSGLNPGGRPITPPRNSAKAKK
Fh CTSL1 inh: cathepsin L1 inhibition, PFM18AAP counter-screen; recombinant F. hepatica cathepsin L1, Z-Leu-Arg-MCA fluorescence; inhibition, % at 5.96 µM; actives 0.49% (n = 300,000); AID 1906;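 active means inhibition above the mean of all tested compounds plus 3 SD, set per screening campaign, cut at about 17% in these data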;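 further: 0% = plate median of test compound wells and 100% = 1 µM Z-Phe-Ala-diazomethylketone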
PAFAH2 FP inh: PAFAH2 (human) inhibition; recombinant PAFAH2, FP-rhodamine activity probe, fluorescence polarization; inhibition, % at 3.39 µM; actives 0.99% (n = 340,000); AID 492956;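 active means inhibition above the mean over all tested compounds plus 3 SD, cut at about 30% in these data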;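 further: inhibitors block probe labeling of enzyme so polarization drops; 0% = enzyme with DMSO and 100% = wells lacking PAFAH2 protein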
procasp7 counter: activates human procaspase-7, counter-screen for procaspase-3 activators; P55210; recombinant procaspase-7, Ac-DEVD-pNA absorbance 405 nm; D23A/D198A/D206A triple mutant, cannot self-cleave; scale: DMSO 0, 5 µM enzyme 100; activation, % at 8.5 µM; actives 0.093% (n = 330,000); AID 463210;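 active means percent activation above the screen-wide mean plus 3 SD, cut at about 25% in these data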
Target sequence (P55210 whole entry D23A/D198A/D206A): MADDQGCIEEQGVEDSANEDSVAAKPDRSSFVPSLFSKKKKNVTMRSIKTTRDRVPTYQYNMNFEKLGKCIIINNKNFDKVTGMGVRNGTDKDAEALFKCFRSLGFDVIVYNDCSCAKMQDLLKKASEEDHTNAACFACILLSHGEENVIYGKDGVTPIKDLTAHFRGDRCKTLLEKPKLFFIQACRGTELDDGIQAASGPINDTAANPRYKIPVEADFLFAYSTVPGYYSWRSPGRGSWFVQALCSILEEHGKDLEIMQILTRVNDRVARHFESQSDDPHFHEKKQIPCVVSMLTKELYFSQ
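buffer or medium = Zinc-free HEPES/NaCl buffer, pH 7.4 | material = Procaspase-7 triple mutant (PC-7 D3A) | input = 2 µM procaspase-7 mutant as dispensed | signal = Epi-absorbance of released pNA at 405 nm, two timepoints | timing = 1 h preincubation, 2 h reaction | replicates = singlicate compound testing | evaluation = % activation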
PP5 primary: PP5 (human) phosphatase inhibition; purified PP5c, OMFP substrate fluorescence; actives 0.18% (n = 320,000); P53041; inhibition, % at 6.7 µM;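 active means inhibition above the campaign's mean inhibition across all tested compounds plus 3 SD, cut at about 9.5% in these data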;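 further: 0% = DMSO only and 100% = 100 µM cantharidin control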
Active calls of the source: *.

C[C@]12C=CC(=O)C=C1CC[C@@H]1C2=CC[C@]2(C)[C@@H](C(=O)CN3CCN(c4cc(N5CCCC5)nc(N5CCCC5)n4)CC3)CC[C@@H]12 was read as proCasp3 act -1, HCV core dimer 36, TPT1 inh 31*, AHR activator 3, PP1 counter 26*, Fh CTSL1 inh 4, PAFAH2 FP inh 6, procasp7 counter -5 and PP5 primary 13*.
N#Cc1cc2c(nc1SCc1cccnc1)CCCC2 was read as proCasp3 act -1, HCV core dimer 1, TPT1 inh -1, AHR activator 5, PP1 counter 0, Fh CTSL1 inh -1, PAFAH2 FP inh -3, procasp7 counter -4 and PP5 primary 0.6.
`CC(Sc1nc(-c2ccc(F)cc2)cs1)C(=O)N1c2ccccc2CC1C` (configuration not stated) gave proCasp3 act 4, HCV core dimer 8, TPT1 inh -1, AHR activator 23, PP1 counter 2, Fh CTSL1 inh 0, PAFAH2 FP inh -3, procasp7 counter -6 and PP5 primary 3.1.
CCOc1cc(NC(=S)NCCCN2CCOCC2)c(OCC)cc1NC(=O)c1ccco1 was read as proCasp3 act 8, HCV core dimer -2, TPT1 inh -1, AHR activator 6, PP1 counter -1, Fh CTSL1 inh -3, PAFAH2 FP inh 2, procasp7 counter 9 and PP5 primary 0.9.
Screening O=C(CSc1nnc(NC(=O)c2cccc(F)c2)s1)NCc1ccco1 returned proCasp3 act 0, HCV core dimer 0, TPT1 inh 2, AHR activator 8, PP1 counter 1, Fh CTSL1 inh 3, PAFAH2 FP inh 0, procasp7 counter 4 and PP5 primary -0.6.
Screening CN(C(=O)CC1C(=O)NCCN1Cc1ccoc1)C1CCOCC1 (configuration not stated) returned proCasp3 act 5, HCV core dimer -3, TPT1 inh -3, AHR activator 0, PP1 counter -1, Fh CTSL1 inh 0, PAFAH2 FP inh 4, procasp7 counter 3 and PP5 primary 1.2.
For Cc1ccc(-c2nn3c(C)nnc3s2)cc1NC(=O)c1ccco1 the results were proCasp3 act 10, HCV core dimer 0, TPT1 inh 1, AHR activator 34, PP1 counter -3, Fh CTSL1 inh -2, PAFAH2 FP inh 2, procasp7 counter -4 and PP5 primary -1.4.
For CC(C)CCn1c(SCC(=O)Nc2ccccc2C(F)(F)F)nc2nccnc2c1=O the results were proCasp3 act 1, HCV core dimer 8, TPT1 inh -1, AHR activator 0, PP1 counter 0, Fh CTSL1 inh 4, PAFAH2 FP inh 1, procasp7 counter -9 and PP5 primary -2.2.
`O=C(NCc1ccc(Cl)cc1)C1CCCN(S(=O)(=O)c2cnc[nH]2)C1` (configuration not stated) gave proCasp3 act 3, HCV core dimer 2, TPT1 inh -1, AHR activator -2, PP1 counter -3, Fh CTSL1 inh -1, PAFAH2 FP inh 1, procasp7 counter 3 and PP5 primary 0.5.
`CC1CCN(CCc2nc3cc(NC(=O)COc4ccc([N+](=O)[O-])cc4)ccc3n2C)CC1` gave proCasp3 act 3, HCV core dimer -5, TPT1 inh -1, AHR activator -3, PP1 counter -4, Fh CTSL1 inh 3, PAFAH2 FP inh 7, procasp7 counter 11 and PP5 primary -0.8.
`COCCn1c(=O)[nH]c2cc(C(=O)N3CCN(c4cccc(Cl)c4)CC3)ccc2c1=O` gave proCasp3 act -10, HCV core dimer -1, TPT1 inh -4, AHR activator 0, PP1 counter -3, Fh CTSL1 inh 0, PAFAH2 FP inh -6, procasp7 counter -1 and PP5 primary 0.6.
Screening COc1ccccc1NC(=O)CSc1ccc2nnc(-c3ccc(C)cc3)n2n1 returned proCasp3 act 2, HCV core dimer 4, TPT1 inh 3, AHR activator 18, PP1 counter -1, Fh CTSL1 inh 5, PAFAH2 FP inh 10, procasp7 counter 2 and PP5 primary 0.9.
For CCCc1c(C(=O)N/N=C/c2ccc(OC)c(OCc3ccccc3)c2)nnn1-c1nonc1N the results were proCasp3 act 0, HCV core dimer 8, TPT1 inh -4, AHR activator 5, PP1 counter -2, Fh CTSL1 inh 1, PAFAH2 FP inh -2, procasp7 counter -2 and PP5 primary 1.2.
Screening O=C(c1ccccc1)c1coc2c1C(=O)c1ccccc1C2=O returned proCasp3 act 5, HCV core dimer 1, TPT1 inh 8, AHR activator 15, PP1 counter 0, Fh CTSL1 inh 20*, PAFAH2 FP inh 48*, procasp7 counter -3 and PP5 primary 0.6.
Screening COc1ccc(NC(=O)CSc2nc(C)c3c(c2C#N)CCCC3)cc1 returned proCasp3 act 3, HCV core dimer 8, TPT1 inh -1, AHR activator 0, PP1 counter 0, Fh CTSL1 inh 1, PAFAH2 FP inh 5, procasp7 counter 5 and PP5 primary 2.7.

Retrieved by compound from the entries so far, three records:
For CC(C)CCn1c(SCC(=O)Nc2ccccc2C(F)(F)F)nc2nccnc2c1=O the results were proCasp3 act 1, HCV core dimer 8, TPT1 inh -1, AHR activator 0, PP1 counter 0, Fh CTSL1 inh 4, PAFAH2 FP inh 1, procasp7 counter -9 and PP5 primary -2.2.
N#Cc1cc2c(nc1SCc1cccnc1)CCCC2 was read as proCasp3 act -1, HCV core dimer 1, TPT1 inh -1, AHR activator 5, PP1 counter 0, Fh CTSL1 inh -1, PAFAH2 FP inh -3, procasp7 counter -4 and PP5 primary 0.6.
Screening CN(C(=O)CC1C(=O)NCCN1Cc1ccoc1)C1CCOCC1 (configuration not stated) returned proCasp3 act 5, HCV core dimer -3, TPT1 inh -3, AHR activator 0, PP1 counter -1, Fh CTSL1 inh 0, PAFAH2 FP inh 4, procasp7 counter 3 and PP5 primary 1.2.

Additional compounds.
For O=C(CCCSc1nnc(Nc2ccccc2F)s1)N1CCOCC1 the results were proCasp3 act -2, HCV core dimer 0, TPT1 inh -5, AHR activator 14, PP1 counter 0, Fh CTSL1 inh 0, PAFAH2 FP inh 3, procasp7 counter 3 and PP5 primary 0.0.
For CCOC(=O)c1c(C)n(C)c2ccc(OCC(O)Cn3nc(C)c(Br)c3C)cc12 (configuration not stated) the results were proCasp3 act 3, HCV core dimer 7, TPT1 inh -4, AHR activator 25, PP1 counter 3, Fh CTSL1 inh -2, PAFAH2 FP inh 0, procasp7 counter 8 and PP5 primary 3.8.
`COc1ccc(Nc2nc(NCCCN3CCOCC3)nc(N)c2[N+](=O)[O-])cc1` gave proCasp3 act 2, HCV core dimer 0, TPT1 inh -5, AHR activator 2, PP1 counter -2, Fh CTSL1 inh 2, PAFAH2 FP inh 1, procasp7 counter 9 and PP5 primary -1.9.
For Cc1cccc(N2C(=O)c3ccc(C(=O)Nc4c[nH]c(=O)[nH]c4=O)cc3C2=O)c1 the results were proCasp3 act 2, HCV core dimer 5, TPT1 inh 0, AHR activator 0, PP1 counter -6, Fh CTSL1 inh 0, PAFAH2 FP inh -1, procasp7 counter 13 and PP5 primary 0.9.
COC(=O)C1Cc2c([nH]c3ccccc23)C(C)N1 (configuration not stated) was read as proCasp3 act 5, HCV core dimer -7, TPT1 inh 22, AHR activator 4, PP1 counter 1, Fh CTSL1 inh -3, PAFAH2 FP inh -12, procasp7 counter 5 and PP5 primary 1.1.
For COc1ccc(OC)c(/C=C/c2nc3ccccc3[nH]c2=O)c1 the results were proCasp3 act -13, HCV core dimer 3, TPT1 inh 4, AHR activator 60*, PP1 counter -2, Fh CTSL1 inh 2, PAFAH2 FP inh 0, procasp7 counter -5 and PP5 primary 0.7.
Screening CCCCCCNCC1OCc2ccccc2CO1 returned proCasp3 act 4, HCV core dimer 3, TPT1 inh -2, AHR activator -1, PP1 counter -5, Fh CTSL1 inh -2, PAFAH2 FP inh -4, procasp7 counter 3 and PP5 primary -1.4.
Screening O=S(=O)(c1cccc(NC(=S)Nc2ccc(Br)cc2Cl)c1)N1CCOCC1 returned proCasp3 act -12, HCV core dimer -1, TPT1 inh -1, AHR activator 3, PP1 counter 1, Fh CTSL1 inh 2, PAFAH2 FP inh -9, procasp7 counter 0 and PP5 primary 3.6.
`CCCCNC(=O)c1cc2cc(CC)ccc2[nH]1` gave proCasp3 act 9, HCV core dimer 6, TPT1 inh 1, AHR activator 16, PP1 counter 3, Fh CTSL1 inh -1, PAFAH2 FP inh 3, procasp7 counter 6 and PP5 primary 1.9.
For Cc1ccc(Cl)cc1NC(=O)COC(=O)CN1C(=O)C2CCCCC2C1=O (configuration not stated) the results were proCasp3 act -4, AHR activator 0, PP1 counter -2, PAFAH2 FP inh 0, procasp7 counter 5 and PP5 primary 2.4.
`Cc1nc2ccccc2cc1C(=O)Nc1ccccc1Cl` gave proCasp3 act 1, HCV core dimer -5, TPT1 inh 0, AHR activator 36, PP1 counter 0, Fh CTSL1 inh 2, PAFAH2 FP inh -4, procasp7 counter 10 and PP5 primary -1.0.
For O=C(O)CC1SC(N/N=C/c2ccc(Br)cc2)NC1=O (configuration not stated) the results were proCasp3 act -5, HCV core dimer -3, TPT1 inh 1, AHR activator 3, PP1 counter -1, Fh CTSL1 inh 4, PAFAH2 FP inh 5, procasp7 counter 3 and PP5 primary -3.6.
`Nc1nccc(-c2ccc(-n3cccc3)cc2)n1` gave proCasp3 act 11, HCV core dimer 9, TPT1 inh -2, AHR activator 3, PP1 counter 1, Fh CTSL1 inh 0, PAFAH2 FP inh 5, procasp7 counter 1 and PP5 primary 2.6.
NC(=O)c1cc(Br)cc(C2CCCCC2)c1O was read as proCasp3 act 8, HCV core dimer -9, TPT1 inh -6, AHR activator 1, PP1 counter 4, Fh CTSL1 inh -2, PAFAH2 FP inh -4, procasp7 counter 6 and PP5 primary 3.4.
Screening Cc1ccccc1NS(=O)(=O)c1ccc(C(=O)N2CCCC(C(F)(F)F)C2)cc1 (configuration not stated) returned proCasp3 act -2, HCV core dimer 5, TPT1 inh -4, AHR activator 0, PP1 counter -2, Fh CTSL1 inh 4, PAFAH2 FP inh 2, procasp7 counter 3 and PP5 primary 1.5.
Screening CCCCOC(=O)C(C)c1c(C)[nH]c(=S)[nH]c1=O (configuration not stated) returned proCasp3 act -2, HCV core dimer -2, TPT1 inh 2, AHR activator 1, PP1 counter 1, Fh CTSL1 inh 0, PAFAH2 FP inh -1, procasp7 counter -1 and PP5 primary 4.9.
`CCOc1ccc(OCCOc2cccc(C(F)(F)F)c2)cc1` gave proCasp3 act 12, HCV core dimer -2, TPT1 inh 0, AHR activator 4, PP1 counter 2, Fh CTSL1 inh -2, PAFAH2 FP inh 1, procasp7 counter 9 and PP5 primary 1.7.
For CCCCOc1ccc(C(=O)NCC(=O)NC2CCN(Cc3ccccc3)CC2)cc1 the results were proCasp3 act 3, HCV core dimer -3, TPT1 inh 2, AHR activator 3, PP1 counter 1, Fh CTSL1 inh -3, PAFAH2 FP inh 5, procasp7 counter 8 and PP5 primary 2.7.
For CC(C)Nc1nc2ccccc2c(=O)[nH]1 the results were proCasp3 act 3, HCV core dimer -1, TPT1 inh -3, AHR activator 2, PP1 counter -3, Fh CTSL1 inh -4, PAFAH2 FP inh 0, procasp7 counter 7 and PP5 primary 0.8.
COCCOC(=O)C1=C(N)OC2=C(C(=O)CCC2)C1c1cccnc1 (configuration not stated) was read as proCasp3 act -10, HCV core dimer -2, TPT1 inh 3, AHR activator -1, PP1 counter -4, Fh CTSL1 inh 3, PAFAH2 FP inh 9, procasp7 counter 5 and PP5 primary 1.5.
